Bioassay records as filed in PubChem.
APJ antagonist – blocks the human apelin receptor APJ; CHO-K1 APJ beta-arrestin complementation, luminescence; inhibition, % at 20 µM; 0.32% of 330,000 active;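 active means inhibition above about 40% at 20 µM, limit read from the data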;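 further: cells challenged with 10 nM apelin-13 agonist together with compound; plate controls were apelin-13 plus DMSO wells for no effect and DMSO wells lacking apelin-13 for full effect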
Target sequence (P35414 whole entry, looked up): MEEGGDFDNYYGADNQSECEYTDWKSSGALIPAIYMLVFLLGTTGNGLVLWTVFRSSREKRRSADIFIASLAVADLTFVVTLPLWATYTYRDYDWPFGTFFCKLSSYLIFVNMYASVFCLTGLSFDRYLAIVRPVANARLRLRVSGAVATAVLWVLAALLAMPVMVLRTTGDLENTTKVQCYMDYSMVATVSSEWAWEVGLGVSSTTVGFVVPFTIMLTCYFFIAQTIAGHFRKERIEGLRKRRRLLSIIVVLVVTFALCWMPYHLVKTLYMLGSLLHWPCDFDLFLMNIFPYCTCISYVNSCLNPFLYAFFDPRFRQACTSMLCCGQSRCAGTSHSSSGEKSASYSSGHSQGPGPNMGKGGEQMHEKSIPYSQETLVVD
EBI2 block – EBI2 (human) antagonism | P32249 | EBI2 beta-arrestin recruitment, luminescence, 7a,25-OHC stimulated | inhibition, % at 5 µM | 0.81% of 360,000 active; in the data active means inhibition above about 38%;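 further: enzyme fragment complementation signal reports receptor beta-arrestin coupling in cells; 0% = agonist plus DMSO wells and 100% = wells without agonist; some results beyond the cut were filed as inactive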
UPR XBP1 act – adaptive UPR (XBP1) activation; CHO-XBP1 luciferase reporter, IRE1-XBP1 UPR activation, luminescence; percent of tunicamycin response, DMSO as zero; 0.33% of 330,000 active; activation, % at 20 µM;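 active means versus positive control, 20 µM dose yields 30% or more activation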;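 further: 100% = tunicamycin at 10 µg/mL and 0% = DMSO only wells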
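Assay system: IRE1-XBP1 luciferase reporter CHO line. Input: 1000 cells/well. Buffer or medium: F12 with 10% serum. Doses: 20 µM, 1% DMSO. Times: overnight seeding at 37 °C, 6 h compound treatment at 37 °C. Technique: Steady-Glo luciferase glow luminescence, 10 min after reagent addition.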
UPR CHOP act – activators of apoptotic arm of unfolded protein response (CHOP) | 0.34% of 330,000 active | AID 449763 | CHO-CHOP luciferase reporter, UPR activation, luminescence; percent of tunicamycin response over DMSO baseline | activation, % at 10 µM;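 active means at 10 µM dose, activation of 40% or more, normalized to positive control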;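 further: 100% = tunicamycin at 10 µg/mL and 0% = DMSO alone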
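Test system: CHO-CHOP cells, stable luciferase reporter of PERK-eIF2a-CHOP signalling | Quantity: 500 CHO-CHOP cells per well | Buffer or medium: F12 plus 10% serum | Compound dosing: 10 µM single point, 0.5% DMSO | Schedule: 6 h compound treatment, 37 °C | Signal: Luciferase luminescence | Control set: Tunicamycin high control, DMSO low control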
CXCR6 inh – blocks human CXCR6 beta-arrestin recruitment. O00574. CHO-K1 PathHunter CXCR6 beta-arrestin, luminescence. inhibition, % at 20 µM. 0.36% of 360,000 active. AID 602244; in the data active means inhibition above about 34%, passing the limit was not always enough;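 further: antagonist mode with CXCL16 agonist at 10 nM final; 0% = 10 nM CXCL16 with DMSO and 100% = unstimulated wells without agonist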
Target sequence (O00574 whole entry, looked up): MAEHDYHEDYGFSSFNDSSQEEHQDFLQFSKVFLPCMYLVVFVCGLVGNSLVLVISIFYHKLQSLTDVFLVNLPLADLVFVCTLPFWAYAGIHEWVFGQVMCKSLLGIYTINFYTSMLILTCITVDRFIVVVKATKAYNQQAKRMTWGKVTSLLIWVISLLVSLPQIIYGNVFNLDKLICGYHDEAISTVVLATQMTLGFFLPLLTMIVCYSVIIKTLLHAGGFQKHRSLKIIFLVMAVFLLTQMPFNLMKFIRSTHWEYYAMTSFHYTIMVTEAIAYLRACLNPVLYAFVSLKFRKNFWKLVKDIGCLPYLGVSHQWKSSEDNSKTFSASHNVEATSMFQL
CCR6 antag – blocks CCL20-driven beta-arrestin recruitment at human CCR6. 0.49% of 340,000 active. AID 493098. inhibition, % at 20 µM. CHO-K1 CCR6 PathHunter beta-arrestin, luminescence, CCL20-stimulated;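 active means compounds whose inhibition of the agonist-driven luminescence signal at 20 µM reaches about 50%, limit read from the data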;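 further: cells stimulated with CCL20 at 14 nM final; plate controls were DMSO with CCL20 for no effect and DMSO without agonist for full effect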
Mdm2-MdmX inh – disrupts the human Mdm2-MdmX interaction; SaOS-2 split-luciferase Mdm2/MdmX complementation, luminescence; inhibition, % at 8 µM; 3% of 330,000 active;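 active means inhibition of at least 50% at 8 µM in the primary screen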
tim23-1 inh – growth inhibitors of tim23-1 mutant yeast; S. cerevisiae tim23-1 growth, BacTiter-Glo luminescence, 24 h; 1.3% of 330,000 active; inhibition, % at 20 µM;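 active means growth inhibition of the mutant yeast at or above 50%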;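 further: temperature-sensitive mutant grown at 25 °C; plate controls were DMSO-treated mutant yeast for no effect and medium wells lacking yeast for full effect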
APJ ag – agonists of human APJ apelin receptor; P35414; CHO-K1 APJ PathHunter beta-arrestin, luminescence; 0% DMSO wells, 100% apelin; activation, % at 20 µM; 0.11% of 330,000 active;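 active means activation more than six SD over the plate average, tested at 20 µM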;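 further: 0% = DMSO alone and 100% = apelin-13 at 10 nM; some results filed as inactive read as strong as hits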
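Test system: CHO-K1 APJ beta-arrestin complementation cell line. Amount: cell density 1000 per well. Controls: DMSO negative, 10 nM Apelin-13 positive. Signal: luminescent beta-gal fragment complementation, chemiluminescent substrate. Read-out basis: agonist-driven arrestin binding to APJ. Timing: compound stimulation 90 min at 25 °C, detection 60 min.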
Active calls of the source: *; · = no result given.

Compound,CXCR6 inh,APJ antagonist,tim23-1 inh,Mdm2-MdmX inh,UPR CHOP act,EBI2 block,CCR6 antag,UPR XBP1 act,APJ ag
C=CCSc1nnc(NC(=O)c2ccc(N3CCCC3=O)cc2)s1,3,-69,6,7,2.1,6,-3,2,-3
OC(CNCC1COc2ccccc2O1)COc1ccc(Cl)cc1 (stereo not given),-6,11,9,15,1.5,15,-2,-7,-2
C=CC[C@H](CC(=O)N[C@H](CO)Cc1ccccc1)C(=O)N[C@@H](COC(=O)[C@H](CC=C)CC(=O)OC(C)(C)C)Cc1c[nH]c2ccccc12,-2,-7,3,35,2.7,15,-1,3,-1
CC(=O)c1nnn(-c2ccccc2C#N)c1C,1,-32,-11,-3,-2.7,-1,7,-1,3
O=C(CC(SCCO)c1ccc([N+](=O)[O-])cc1)c1ccco1 (stereo not given),-1,-42,2,19,1.1,-25,-7,-1,4
COc1ccc(-c2nnc(SCC(=O)Nc3cc(F)ccc3C)o2)cc1,8,11,26,-41,0.4,-2,12,-1,-3
Clc1ccc(-c2nc(-c3cnccn3)no2)cc1,-10,-8,-4,-24,-2.0,4,0,-7,2
O=C(c1c(F)cccc1F)N1CCCC(c2nc(-c3ccc(Cl)cc3)no2)C1 (stereo not given),-4,-13,33,21,0.5,-2,-4,-3,-2
CC(C)(C)OC(=O)NCCCC1=CC2=CC(=O)C(C)(OC(=O)c3ccc(Cl)nc3)C(=O)C2=CO1 (stereo not given),·,-15,13,-5,-1.3,·,·,-4,7
CCc1ccccc1NC(=O)C1CCN(C(=O)c2cccs2)CC1,2,10,7,-15,0.5,7,12,-1,-2
CC(C)c1ccc(N2C(=O)CSC23C(=O)N2CCCc4cccc3c42)cc1 (stereo not given),9,12,20,-28,2.9,0,14,0,-5
CN1CCN(CCCNC(=O)CN2C(=O)COc3ccccc32)CC1,-6,14,5,14,-3.0,0,-3,-1,-2
COc1cc(C#Cc2c(-c3cncn3C)n(C)c3ccc(-c4cnc(N5CCOCC5)nc4)cc23)cc(OC)c1,3,2,25,81*,19,4,-10,7,2
O=C(NCCS(=O)(=O)N1CCN(c2ccccc2F)CC1)c1ccc(Br)o1,0,24,11,21,0.6,-7,7,1,2
CSc1nnc(N2C(=O)C(O)=C(C(=O)c3ccco3)C2c2ccccc2)s1 (stereo not given),1,-3,15,-2,3.0,-8,16,0,4
C/C(=C1/SC(=S)N(CCC(=O)O)C1=O)c1ccc(O)cc1,12,7,10,9,-0.8,-10,27,-1,-1
COc1ccc(S(=O)(=O)N(C)C)cc1NC(=O)[C@H](Cc1ccccc1)N1C(=O)c2ccccc2C1=O,2,7,14,17,7.0,7,4,0,2
COC(=O)C(=C/C(C)=C/c1cccs1)C(=O)OC,11,12,38,25,16,-22,13,1,-3
O=C(NCC1CCCO1)c1ccc2[nH]c3c(c2c1)CCCC3 (stereo not given),2,-2,23,-4,2.9,0,8,1,0
CC(=O)Nc1ccc(-c2nnc(SCc3c(C)cc(C)cc3C)n2C)cc1,4,4,24,13,1.6,7,6,1,-4

The closing 2 compounds of the section above lead into the next.
Compound,CXCR6 inh,APJ antagonist,tim23-1 inh,Mdm2-MdmX inh,UPR CHOP act,EBI2 block,CCR6 antag,UPR XBP1 act,APJ ag
O=C(NCC1CCCO1)c1ccc2[nH]c3c(c2c1)CCCC3 (stereo not given),2,-2,23,-4,2.9,0,8,1,0
CC(=O)Nc1ccc(-c2nnc(SCc3c(C)cc(C)cc3C)n2C)cc1,4,4,24,13,1.6,7,6,1,-4
O=C(NNC(=O)C1CC=CCC1)c1ccccc1Br (stereo not given),0,7,16,16,-1.5,-7,7,-4,1
Cc1ccc2c(CC(=O)N3CCc4ccccc43)coc2c1,3,-5,10,-153,9.7,-4,9,-1,6
CN(C)c1cccc(C(=O)NCc2ccc(Cl)cc2)c1,3,5,10,-24,1.8,-7,0,3,-3
CC(C)CC(=O)N1CCN(S(=O)(=O)c2ccc(C3CCCCC3)cc2)CC1,-14,2,23,39,1.3,8,15,-2,-2
CCc1ccc(S(=O)(=O)NC(=S)Nc2ccccc2)cc1,-12,14,4,6,-0.9,0,-12,-2,-3
CC[C@@]12C(=O)N(c3cccc(F)c3)C(=O)N1[C@H](c1cccc(C)c1)[C@@H]1C(=O)N(Cc3ccccc3)C(=O)[C@@H]12,4,13,13,26,-0.7,-9,-1,-2,-1
COc1ccc(C(=O)N2CCN(c3ccccn3)CC2)cc1,0,8,17,-14,1.2,-7,-5,4,-2
O=C(Nc1ccc2nc3n(c(=O)c2c1)CCCCC3)c1cc([N+](=O)[O-])ccc1F,-19,-28,68*,98*,26,-3,-9,-4,7
O=C(CNC(=O)c1nc[nH]c1C(=O)N1CCN(c2ccccc2)CC1)OCc1ccccc1,-6,10,25,6,-0.2,-1,-8,3,8
Clc1ccc(C(c2nnnn2C2CCCC2)N2CCN(Cc3ccncc3)CC2)cc1 (stereo not given),6,-16,32,6,0.6,-16,0,-1,-2
OC(CN1CCN(C(c2ccccc2)c2ccccc2)CC1)c1ccccc1 (stereo not given),-5,0,8,15,0.0,-8,8,-5,-1
CCC1Oc2ccc(C)cc2N(CC(=O)NCCCN2CCOCC2)C1=O (stereo not given),10,0,16,5,0.8,-2,-1,1,3
CCCCC1(C)NC(=O)N(CC(=O)Nc2ccc(Cl)cc2C)C1=O (stereo not given),0,0,6,15,-1.5,-1,14,-3,1
Cc1cc(NS(=O)(=O)c2ccc(NC(=O)/C=C/c3cccc(Cl)c3)cc2)no1,5,-5,-1,-45,2.7,-6,8,-3,13
COc1ccc(N2CCN(C(=O)CNC(=O)c3ccc(Br)o3)CC2)cc1,4,-11,16,-8,1.5,-8,-25,-3,-6
O=C(OCC(=O)C12CC3CC(CC(C3)C1)C2)c1ccc(O)cc1,-5,3,63*,-16,2.6,12,-14,5,-4
Cc1cccc(CCN2C(N(C)C)=NC[C@@H]2CC(C)C)c1,-3,13,5,18,1.3,7,13,0,-7
Cc1cccc(NC(=O)CN2C(=O)N/C(=C\c3ccccc3OCc3ccc(C(=O)O)cc3)C2=O)c1,10,17,18,-35,0.0,5,16,-4,0
O=C(NCc1ccccc1)C(c1ccccc1)N(Cc1ccc2c(c1)OCO2)C(=O)Cc1cccs1 (stereo not given),7,4,9,38,-0.7,-15,-10,-4,1
COc1ccc(Cl)cc1NC(=O)CCc1ccccc1,1,-9,21,5,-0.2,0,1,-3,-1
COc1ccc(CNC(=O)c2cccc(C)c2[N+](=O)[O-])cc1,8,-19,9,10,2.7,-16,11,0,1
CCOC(=O)c1c(NC(=O)CN2CCN(C(=O)c3ccco3)CC2)sc(C(N)=O)c1C,0,-8,12,17,-1.1,-8,0,1,-2
CCc1nnc(NC(=O)CSc2nc(N)c(NC(=O)c3ccc(OC)cc3)c(=O)[nH]2)s1,-5,2,-3,22,-0.1,1,10,-1,-8
O=C(CN1CCN(c2cccc(Cl)c2)CC1)Nc1ccc([N+](=O)[O-])cc1C(=O)Nc1ccccc1F,6,2,-2,34,2.8,0,4,-1,-2
O=C(C(Cc1ccccc1)N1C(=O)C2C3CCC(C3)C2C1=O)N1CCCCC1 (stereo not given),-7,5,27,-1,-0.8,3,3,-2,-3
CC(C)NC(=O)CN1C(=O)CSc2ccc(S(=O)(=O)N3CCCC3)cc21,0,2,-17,20,1.1,-4,3,-2,-3
O=C(CSc1nnc2c(n1)[nH]c1ccccc12)Nc1cccc(S(=O)(=O)N2CCOCC2)c1,-2,4,-29,15,1.3,4,10,-1,3
C/C(=N\NC(=O)CN(c1ccc(C)cc1)S(C)(=O)=O)c1cccs1,11,7,12,-9,-0.7,3,0,0,-4
CCCCCc1cc(=O)oc2c(C(CCN(CC)CC)c3ccc(N(C)C)cc3)c(OC)cc(OC)c12 (stereo not given),-14,28,13,90*,4.8,-3,10,5,-1
O=C(Nc1cccc(F)c1)C1C2C=CC3(CN(CCCN4CCOCC4)C(=O)C13)O2 (stereo not given),3,-6,-3,17,4.1,-4,-5,0,-1

Looked up above:
Under EBI2 block, CCOC(=O)c1c(NC(=O)CN2CCN(C(=O)c3ccco3)CC2)sc(C(N)=O)c1C reads -8
Under UPR XBP1 act, O=C(CN1CCN(c2cccc(Cl)c2)CC1)Nc1ccc([N+](=O)[O-])cc1C(=O)Nc1ccccc1F reads -1
Under CXCR6 inh, COc1ccc(CNC(=O)c2cccc(C)c2[N+](=O)[O-])cc1 reads 8

(next part)
Compound,CXCR6 inh,APJ antagonist,tim23-1 inh,Mdm2-MdmX inh,UPR CHOP act,EBI2 block,CCR6 antag,UPR XBP1 act,APJ ag
O=C(OCC(=O)N1CCN(C(=O)c2ccco2)CC1)c1cc(-c2cccc(Br)c2)nc2ccccc12,20,14,37,8,6.7,29,4,3,-1
COc1ccc(CNC(=O)CN2C(=O)C(c3ccccc3)Oc3cccnc32)cc1 (stereo not given),2,6,8,-4,-0.9,0,-6,-1,-7
CC(=O)N(C)c1ccc(NC(=O)c2cnn(C)c2)cc1,-6,-7,3,9,0.5,0,7,-4,-3
COc1ccc(NC(=O)C2CCCNC2)cc1OCC(C)C (stereo not given),6,2,10,8,-3.3,-16,16,0,-3
CC(=O)Nc1cccc(NC(C)=O)n1,3,-8,-2,3,0.4,-1,15,3,1
Cc1nc(N/N=C/c2ccc(Br)cc2)cc(N2CCOCC2)n1,7,9,8,23,4.7,20,6,-2,-2
Cc1ccc(NC(=O)Cn2c(=O)oc3cc(S(=O)(=O)N4CCC(C)CC4)ccc32)cc1C,3,-32,20,17,0.7,3,5,-4,-2
COc1ccc(/C=N/NC(=O)c2cccnc2)cc1Cn1nc([N+](=O)[O-])c(Br)c1C,·,8,13,8,-1.5,·,·,5,0
Cc1cccc(C)c1NC(=O)CN1C(=O)S/C(=C\c2cccn2C)C1=O,-5,0,5,80*,0.5,-3,17,-1,-3
NS(=O)(=O)c1ccc(NC(=O)CN2CCc3ccccc32)cc1,-3,-7,24,9,-3.0,-6,13,0,2
CCc1cccc(CC)c1NC(=S)Nc1cccc(Cl)c1Cl,11,13,25,10,-0.7,12,20,-1,-5
CCOC(=O)c1ccc2nc(NC(=O)c3cccs3)sc2c1,-4,15,21,-150,1.3,5,8,-1,-3
CCN(Cc1ccc(OC)c(F)c1)C(=O)c1oc2ccccc2c1COC,0,-7,23,-18,-0.4,4,29,3,0
Cc1ccc(C2=NN(C(=O)CSc3nc(N)cc(N)n3)C(c3ccco3)C2)cc1 (stereo not given),-2,-5,10,15,-1.5,0,-15,1,5

Only part of the results is shown, so the mix of outcomes need not match the whole.
